Assay outcomes from PubChem BioAssay.
hgDAF-12 ag: hgDAF-12 agonism, primary luciferase screen. HEK293 GAL4-hgDAF12 UAS-luciferase reporter, agonist luminescence; normalized to butyrate control. activation, % at 6.8 µM. actives 1.8% (n = 370,000). AID 687014;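 active = activation above a cutoff set at the mean of all screened compounds plus 3 SD, cut at about 10% in these data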;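 note: 0% = DMSO wells and 100% = sodium butyrate wells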
sPLA2-III inh: Inhibits HGIII-sPLA2 liposome hydrolysis, primary screen; QFRET BODIPY PC-A2 liposome hydrolysis, fluorescence; actives 0.56% (n = 370,000); inhibition, % at 12.2 µM; Q9NZ20; AID 743126;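 active = inhibition above mean plus 3 SD of compounds lying within the high and low control bounds, cut at about 19% in these data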;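 note: 0% = median of test compound wells and 100% = no enzyme DMSO wells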
ssDAF-12 act: activates DAF-12 receptor from parasite S. stercoralis. HEK293 ssDAF-12/GRIP1 lit1-tk-luc reporter, luminescence; % of 3 µM dafachronic acid response. AID 652126. activation, % at 6.8 µM. actives 1% (n = 370,000);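 active = activation above the mean over all tested compounds plus 3 SD, cut at about 0.9% in these data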;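 note: 0% = DMSO-only wells and 100% = 3 µM delta7-dafachronic acid wells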
NR1D1 modulator: modulates human Rev-erb alpha binding to DNA; P20393; Rev-erbα–FITC-DNA binding, fluorescence polarization, 90 min; activity, % at 10 µM; actives 0.79% (n = 370,000); AID 1259318;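 active = activity above about 14%, limit read from the data; passing the limit was not always enough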;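 note: 0% = DMSO wells with 35 nM protein and 100% = DMSO wells with 750 nM protein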
Target sequence (P20393 whole entry, looked up): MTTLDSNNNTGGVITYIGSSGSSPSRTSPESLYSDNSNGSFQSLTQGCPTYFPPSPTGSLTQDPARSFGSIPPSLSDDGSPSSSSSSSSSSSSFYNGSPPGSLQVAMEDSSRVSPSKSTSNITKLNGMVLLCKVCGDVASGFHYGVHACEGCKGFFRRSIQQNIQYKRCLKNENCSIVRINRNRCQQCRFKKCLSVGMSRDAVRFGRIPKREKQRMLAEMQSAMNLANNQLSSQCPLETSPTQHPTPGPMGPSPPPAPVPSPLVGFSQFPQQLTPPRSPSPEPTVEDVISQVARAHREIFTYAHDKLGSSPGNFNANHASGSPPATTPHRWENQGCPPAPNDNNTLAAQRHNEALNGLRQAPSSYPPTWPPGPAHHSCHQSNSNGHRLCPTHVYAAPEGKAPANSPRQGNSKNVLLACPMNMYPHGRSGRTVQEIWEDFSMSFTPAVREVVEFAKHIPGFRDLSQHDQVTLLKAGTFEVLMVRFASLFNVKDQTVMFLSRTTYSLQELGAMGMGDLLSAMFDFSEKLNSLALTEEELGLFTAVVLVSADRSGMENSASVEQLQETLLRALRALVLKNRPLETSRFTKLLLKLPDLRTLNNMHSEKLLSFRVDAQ
PG9 Ab binder: binds the HIV-1 gp120 antibody PG9. TR-FRET gp120-PG9 antibody binding. inhibition, % at 6.7 µM. actives 0.43% (n = 360,000). AID 624416; in the data active = inhibition above about 8.5%
DAX1 inh-1: inhibits human nuclear receptor DAX1 | HEK293 Gal4-DAX1 luciferase reporter, luminescence | actives 0.99% (n = 340,000) | P51843 | AID 504766 | inhibition, % at 6.75 µM;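 active = inhibition above the mean over all tested compounds plus 3 SD, cut at about 4.2% in these data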;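 note: 0% = DAX1-transfected cells with DMSO and 100% = empty-vector control cells with DMSO; inhibition shows as a rise in luminescence from relieved DAX1 repression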
Target sequence (P51843 207-470 limits assumed): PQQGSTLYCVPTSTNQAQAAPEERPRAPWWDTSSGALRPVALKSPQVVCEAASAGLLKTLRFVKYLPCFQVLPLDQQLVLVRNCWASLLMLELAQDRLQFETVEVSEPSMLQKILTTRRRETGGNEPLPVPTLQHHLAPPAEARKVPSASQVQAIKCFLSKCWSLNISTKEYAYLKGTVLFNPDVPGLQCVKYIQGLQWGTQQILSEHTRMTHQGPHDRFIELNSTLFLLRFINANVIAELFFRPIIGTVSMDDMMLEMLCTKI
GAA850 FXN act: frataxin GAA850 promoter activation. HEK293 lucGAA850 FXN promoter luciferase reporter, 24 h; percent of 10 µM SAHA response. activation, % at 6 µM. actives 0.56% (n = 360,000);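 active = activation above the average of all compounds screened plus 3 SD, cutoff fixed separately per campaign, cut at about 7.5% in these data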;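 note: 0% = DMSO wells and 100% = 10 µM SAHA wells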
PLC-beta3 inh: inhibitors of human phospholipase C beta3. Q01970. Purified PLC-beta3, fluorogenic substrate, fluorescence. inhibition, % at 12.2 µM. actives 0.18% (n = 370,000). AID 720704; in the data active = inhibition above about 11%;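 note: 0% = median of compound wells on plate and 100% = full blocker control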
hcDAF-12 act: activates DAF-12 receptor from parasite H. contortus | HEK293 hcDAF-12 lit1-tk-luc reporter, luminescence; 0% DMSO, 100% Δ7-dafachronic acid | activation, % at 6.8 µM | actives 1.4% (n = 370,000) | AID 652067;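 active = activation above the mean of all tested compounds plus 3 SD, cut at about 5.5% in these data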;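 note: 100% = response to 3 µM Δ7-dafachronic acid high control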
DAX1 inh-2: blocks DAX1 repression of SF-1 activated StAR promoter | HEK293T StAR-luciferase reporter, SF-1/DAX-1 repression relief | inhibition, % at 6.8 µM | actives 1.1% (n = 370,000) | AID 652010;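 active = inhibition above the mean over all tested compounds plus 3 SD, cut at about 3.6% in these data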;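 note: 0% = DAX-1 cells with DMSO and 100% = cells lacking DAX-1 with DMSO; higher inhibition means more luminescence from relief of DAX-1 repression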
SMARCA2 activ: increases SMARCA2 function in MMTV reporter cells; MG213 cells, MMTV-luciferase reporter, dexamethasone, overnight; activation, % at 9.1 µM; actives 1% (n = 370,000); in the data active = activation above about 7.8%;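 note: 0% = vehicle wells and 100% = reference activator wells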
Numbers without * were called inactive.

For O=C(C1CCN(c2ccc(N3CCOCC3)nn2)CC1)N1CCc2ccccc2C1 the results were hgDAF-12 ag -0.6, sPLA2-III inh -2, ssDAF-12 act -1.4, NR1D1 modulator -2, PG9 Ab binder 0.2, DAX1 inh-1 -1.1, GAA850 FXN act 2.7, PLC-beta3 inh -439, hcDAF-12 act -1.1, DAX1 inh-2 -0.2 and SMARCA2 activ -4.
Cc1c(NS(=O)(=O)c2cc(C(=O)NCc3ccco3)cc(Cl)c2Cl)c(=O)n(-c2ccccc2)n1C was read as hgDAF-12 ag -0.3, sPLA2-III inh -21, ssDAF-12 act -0.5, NR1D1 modulator -3, PG9 Ab binder 0.7, DAX1 inh-1 -0.9, GAA850 FXN act 0.2, PLC-beta3 inh -2, hcDAF-12 act -0.1, DAX1 inh-2 -0.8 and SMARCA2 activ -2.
Screening Cc1ccccc1Nc1ccc(S(=O)(=O)N2CCOCC2)cc1[N+](=O)[O-] returned hgDAF-12 ag 0.0, sPLA2-III inh 20*, ssDAF-12 act -1.7, NR1D1 modulator 12, PG9 Ab binder 0.0, DAX1 inh-1 -1.1, GAA850 FXN act 2.9, PLC-beta3 inh 2, hcDAF-12 act -2.5, DAX1 inh-2 -1.1 and SMARCA2 activ -4.
Screening Clc1ccc(-c2cccc3nccn23)cc1 returned hgDAF-12 ag 5.9, sPLA2-III inh -5, ssDAF-12 act -1.0, NR1D1 modulator -5, PG9 Ab binder 0.5, GAA850 FXN act 0.9, PLC-beta3 inh inactive, hcDAF-12 act -1.2, DAX1 inh-2 -0.6 and SMARCA2 activ -3.
For CCN(CC)c1nc2cc(C)ccc2cc1/C=C(\C#N)C(N)=O the results were hgDAF-12 ag -0.3, sPLA2-III inh -1, ssDAF-12 act -0.6, NR1D1 modulator 4, PG9 Ab binder -1.3, DAX1 inh-1 -0.8, GAA850 FXN act 1.8, PLC-beta3 inh -97, hcDAF-12 act -0.3, DAX1 inh-2 -0.5 and SMARCA2 activ 5.
Screening Cc1cnc(NC(=O)Cc2ccc(C)c(C)c2)s1 returned hgDAF-12 ag 0.3, sPLA2-III inh 0, ssDAF-12 act -0.8, NR1D1 modulator -4, PG9 Ab binder -1.0, DAX1 inh-1 0.2, GAA850 FXN act -0.3, PLC-beta3 inh 0, hcDAF-12 act -0.3, DAX1 inh-2 -0.5 and SMARCA2 activ 7.
NC(=O)[C@H](Cc1cc2ccccc2s1)NC(=O)[C@@H]1CC2(CC(c3cccc(NC(=O)[C@@H]4CCC(=O)N4)c3)=NO2)CN1C(=O)/C=C/Sc1ccccc1 (stereo partly drawn) was read as hgDAF-12 ag -1.3, sPLA2-III inh -34, ssDAF-12 act -1.1, NR1D1 modulator -1, PG9 Ab binder 0.0, DAX1 inh-1 -0.7, GAA850 FXN act 1.6, PLC-beta3 inh -2, hcDAF-12 act -1.1, DAX1 inh-2 -0.1 and SMARCA2 activ 2.
`O=C(COc1ccc([N+](=O)[O-])cc1)NCCC1=CCCCC1` gave hgDAF-12 ag 0.5, sPLA2-III inh -2, ssDAF-12 act -1.3, NR1D1 modulator -1, PG9 Ab binder -3.2, DAX1 inh-1 1.1, GAA850 FXN act 4.4, PLC-beta3 inh 2, hcDAF-12 act -1.5, DAX1 inh-2 -0.3 and SMARCA2 activ 1.
For CCCS(=O)(=O)N1CCN(S(=O)(=O)c2ccccc2[N+](=O)[O-])CC1 the results were hgDAF-12 ag -1.9, sPLA2-III inh 12, ssDAF-12 act -0.1, NR1D1 modulator -8, PG9 Ab binder -1.9, PLC-beta3 inh 4, hcDAF-12 act 0.0, DAX1 inh-2 0.3 and SMARCA2 activ -5.
`O=C(CSc1nnc(CNC(=O)c2ccco2)o1)c1ccccc1` gave hgDAF-12 ag -0.4, sPLA2-III inh -14, ssDAF-12 act -0.9, NR1D1 modulator -8, PG9 Ab binder 0.2, DAX1 inh-1 -1.8, GAA850 FXN act -1.6, PLC-beta3 inh 1, hcDAF-12 act -2.1, DAX1 inh-2 -0.3 and SMARCA2 activ 0.
CC(N)C12CC3CC(CC(O)(C3)C1)C2 (stereo not drawn) was read as hgDAF-12 ag -1.1, sPLA2-III inh 3, ssDAF-12 act -1.8, NR1D1 modulator -2, PG9 Ab binder -0.6, DAX1 inh-1 0.1, GAA850 FXN act 0.9, PLC-beta3 inh 2, hcDAF-12 act -0.9, DAX1 inh-2 -0.3 and SMARCA2 activ 3.
`O=C(NCc1nnnn1-c1ccc(F)cc1)c1ccc([N+](=O)[O-])o1` gave hgDAF-12 ag -2.7, sPLA2-III inh -11, ssDAF-12 act -0.9, NR1D1 modulator -7, PG9 Ab binder -2.9, DAX1 inh-1 -0.7, GAA850 FXN act 3.5, PLC-beta3 inh 3, hcDAF-12 act -0.8, DAX1 inh-2 -5.2 and SMARCA2 activ 8.
For COC(=O)c1ccc(C2/C(=C(/O)c3ccc(OC)cc3)C(=O)C(=O)N2c2cc(C)on2)cc1 (stereo not drawn) the results were hgDAF-12 ag 0.0, sPLA2-III inh -1, ssDAF-12 act -0.8, NR1D1 modulator 3, PG9 Ab binder 2.4, DAX1 inh-1 -1.5, GAA850 FXN act -1.6, PLC-beta3 inh 1, hcDAF-12 act -1.8, DAX1 inh-2 -1.0 and SMARCA2 activ 3.
For CC(C)(C)c1cc(S(=O)(=O)CCc2ccncc2)cc(C(C)(C)C)c1F the results were hgDAF-12 ag -1.4, sPLA2-III inh 5, ssDAF-12 act -0.4, NR1D1 modulator 6, PG9 Ab binder 0.3, DAX1 inh-1 -1.2, GAA850 FXN act 0.6, PLC-beta3 inh -7, hcDAF-12 act -1.4, DAX1 inh-2 -0.3 and SMARCA2 activ -3.
`COc1ccc(-c2cc(C(F)(F)F)nc(SCC(=O)N(C)Cc3cnn(C)c3C)n2)cc1OC` gave hgDAF-12 ag 2.3, sPLA2-III inh 8, ssDAF-12 act -0.5, NR1D1 modulator -1, PG9 Ab binder 0.7, DAX1 inh-1 -0.2, GAA850 FXN act 3.1, PLC-beta3 inh -163, hcDAF-12 act 2.4, DAX1 inh-2 0.2 and SMARCA2 activ -1.
Screening COc1cc(-c2c(-c3cccc(C)c3)oc3ccccc23)cc(OC)c1OC returned hgDAF-12 ag 0.1, sPLA2-III inh -7, ssDAF-12 act -1.4, NR1D1 modulator -4, PG9 Ab binder -1.1, DAX1 inh-1 1.5, GAA850 FXN act 0.8, PLC-beta3 inh -25, hcDAF-12 act -0.8, DAX1 inh-2 0.1 and SMARCA2 activ 1.
Cc1nc2ccc(C(=O)O)cc2nc1C was read as hgDAF-12 ag -0.1, sPLA2-III inh 1, ssDAF-12 act -1.1, NR1D1 modulator -3, PG9 Ab binder -2.2, DAX1 inh-1 -0.4, GAA850 FXN act 0.5, PLC-beta3 inh 2, hcDAF-12 act -1.7, DAX1 inh-2 0.0 and SMARCA2 activ -2.
CCCCCn1c(NC2CCCCC2)nc2c1c(=O)[nH]c(=O)n2C was read as hgDAF-12 ag -0.1, sPLA2-III inh -9, ssDAF-12 act -1.9, NR1D1 modulator -1, PG9 Ab binder -0.2, DAX1 inh-1 -0.6, GAA850 FXN act -1.5, PLC-beta3 inh -2, hcDAF-12 act -3.5, DAX1 inh-2 1.9 and SMARCA2 activ 1.
Screening CN(C)S(=O)(=O)c1cccc(NC(=O)CSc2nc3ccccc3n2-c2ccccc2)c1 returned hgDAF-12 ag -4.2, sPLA2-III inh -35, ssDAF-12 act -2.3, NR1D1 modulator 2, PG9 Ab binder -2.1, DAX1 inh-1 -1.5, GAA850 FXN act -0.5, PLC-beta3 inh -4, hcDAF-12 act -3.1, DAX1 inh-2 -1.0 and SMARCA2 activ -5.
Screening O=C1NC[C@@H](CCCCN2C[C@H](Cc3ccc(O)cc3)N(CCc3ccc(O)cc3)C(=O)C2=O)N(Cc2ccccc2)C1=O returned hgDAF-12 ag -1.3, sPLA2-III inh 3, ssDAF-12 act -1.2, NR1D1 modulator -14, PG9 Ab binder -0.2, PLC-beta3 inh 3, hcDAF-12 act -1.2, DAX1 inh-2 -0.3 and SMARCA2 activ -1.
`CCSc1nnc(NC(=O)CSc2nc3c(c(=O)n2CC)SC(C)C3)s1` (stereo not drawn) gave hgDAF-12 ag -2.1, sPLA2-III inh 1, ssDAF-12 act -0.6, NR1D1 modulator -8, PG9 Ab binder -0.4, DAX1 inh-1 0.6, GAA850 FXN act 0.3, PLC-beta3 inh 1, hcDAF-12 act -2.1, DAX1 inh-2 0.1 and SMARCA2 activ 0.
Cc1c(OCc2ccccc2)c(=O)ccn1Cc1ccccc1 was read as hgDAF-12 ag 4.2, sPLA2-III inh -8, ssDAF-12 act -0.7, NR1D1 modulator 0, PG9 Ab binder 1.0, DAX1 inh-1 0.9, GAA850 FXN act -1.2, PLC-beta3 inh 3, hcDAF-12 act 0.2, DAX1 inh-2 0.6 and SMARCA2 activ 4.
For Cc1cccc(OCCCSc2nc3ccccc3[nH]2)c1 the results were hgDAF-12 ag 0.8, sPLA2-III inh -19, ssDAF-12 act -1.5, NR1D1 modulator 0, PG9 Ab binder -2.5, DAX1 inh-1 -0.5, GAA850 FXN act 3.7, PLC-beta3 inh 6, hcDAF-12 act -2.9, DAX1 inh-2 -0.9 and SMARCA2 activ -4.
Screening Cc1ccc(C(=O)Nc2ccc3c4c(cccc24)CC3)cc1[N+](=O)[O-] returned hgDAF-12 ag 1.3, sPLA2-III inh 0, ssDAF-12 act -0.7, NR1D1 modulator 3, PG9 Ab binder 1.8, DAX1 inh-1 -0.4, GAA850 FXN act 1.4, PLC-beta3 inh 1, hcDAF-12 act -2.9, DAX1 inh-2 -0.9 and SMARCA2 activ -2.
Screening COCc1cc(CN(C)C(=O)C2CCC(=O)N(Cc3cccc(OC)c3)C2)[nH]n1 (stereo not drawn) returned hgDAF-12 ag -1.4, sPLA2-III inh 5, ssDAF-12 act -0.8, NR1D1 modulator -5, PG9 Ab binder 0.6, DAX1 inh-1 1.0, GAA850 FXN act 2.5, PLC-beta3 inh -4, hcDAF-12 act -0.6, DAX1 inh-2 0.0 and SMARCA2 activ -1.
For COc1ccc(CCNC(=O)/C=C/c2cc(OC)c(OC)c(OC)c2)cc1OC the results were hgDAF-12 ag 1.3, sPLA2-III inh 11, ssDAF-12 act -0.9, NR1D1 modulator 3, PG9 Ab binder -2.1, DAX1 inh-1 0.3, GAA850 FXN act -1.6, PLC-beta3 inh -16, hcDAF-12 act -2.8, DAX1 inh-2 -0.8 and SMARCA2 activ -1.
`N#C/C(=C\c1ccc(N2CCOCC2)o1)c1ccccc1` gave hgDAF-12 ag -2.2, sPLA2-III inh -6, ssDAF-12 act -1.6, NR1D1 modulator -5, PG9 Ab binder -1.9, DAX1 inh-1 -0.7, GAA850 FXN act 12*, PLC-beta3 inh -33, hcDAF-12 act -0.8, DAX1 inh-2 -0.1 and SMARCA2 activ 6.
